# Screening data (PubChem)
# GAA inhib: alpha-glucosidase (human) inhibition | actives 0.005% (n = 200,000) | Potency, µM (series often up to 76.9 µM), without a hit: at the highest dose activity change, negative = inhibition, actives largely listed as inhibitors | purified human GAA, 4-MU-alpha-glucoside fluorescence | P10253 | AID 1466;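 note: plate controls were uninhibited enzyme wells for no effect and no-enzyme background for full effect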
#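 Enzyme (4 nM final) mixed with compound (up to 77 uM), then 4-MU-alpha-D-pyranoside (400 uM final) added; 20 min at room temperature, pH 5.0. Reaction stopped at pH 10, fluorescence read, AC50 derived by Hill fit.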
# aGal spleen mod: alpha-galactosidase A (human) modulation. human spleen homogenate, 4MU-alpha-Gal fluorescence, 40 min. P06280. AID 2107. actives 0.008% (n = 240,000). Potency, µM (highest dose often 80 µM), for inactives: at the highest dose activity change, negative = inhibition, hits mostly inhibitors;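 note: 0% = enzyme with vehicle and -100% = no enzyme basal signal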
# Target sequence (P06280 32-429 limits assumed): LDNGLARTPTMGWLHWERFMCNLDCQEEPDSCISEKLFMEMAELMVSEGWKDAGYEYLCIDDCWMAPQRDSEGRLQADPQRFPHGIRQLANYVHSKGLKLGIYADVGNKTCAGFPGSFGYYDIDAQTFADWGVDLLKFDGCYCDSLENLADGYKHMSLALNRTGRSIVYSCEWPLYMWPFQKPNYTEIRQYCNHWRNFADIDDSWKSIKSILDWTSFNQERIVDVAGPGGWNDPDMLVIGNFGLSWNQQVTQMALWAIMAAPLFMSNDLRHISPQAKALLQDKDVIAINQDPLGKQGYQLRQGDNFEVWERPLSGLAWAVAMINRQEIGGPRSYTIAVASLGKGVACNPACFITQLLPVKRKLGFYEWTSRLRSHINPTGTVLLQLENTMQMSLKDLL
#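 Fluorogenic readout (Ex 365/Em 440 nm) of 4-methylumbelliferone released from 1 mM 4-MU-alpha-galactoside by spleen homogenate, 40 min at 37C, pH 5.0. Data normalized to no-enzyme and enzyme controls; Hill-equation AC50 from compound titrations.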
# HTT ATP protect: cytoprotection in Huntington HTT-Q103 PC12 cell model; AID 1471; Potency, µM (highest dose often 56.4 µM), for the others: cytoprotection (ATP increase), actives largely listed as activators; PC12 HTT-Q103 induced, cytoprotection, ATP luminescence, 40 h; actives 0.14% (n = 230,000);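 note: % of control where 0% means no effect; nearly all actives have a fitted effect of over 45% in size; toxic huntingtin expression switched on by the ecdysone agonist tebufenozide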
#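 Cells were plated at 1500 per well in phenol red-free DMEM with 5% equine and 5% calf serum. Tebufenozide (100 nM final) and compounds were added, then ATPlite reagent, and luminescence was read.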
# GAA spleen mod: lysosomal alpha-glucosidase (human) modulation; P10253; human spleen homogenate, 4-MU-alpha-glucoside fluorescence; Potency, µM (titrated, usually from 79.9 µM), for inactives: top-dose activity change, negative = inhibition, hits mostly inhibitors; actives 0.006% (n = 240,000); AID 2112;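 note: 0% = enzyme with vehicle and -100% = no enzyme basal signal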
#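 AC50 values come from Hill-equation fits of concentration-response data, normalized to no-enzyme and full-activity controls. Enzyme source: 1 ug human spleen homogenate; 1 mM fluorogenic 4-MU glucoside, pH 5.0 citrate buffer, 37 C, 40 min.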
# Tau fluor counter: counter-screen for tau fibril formation inhibitors; Potency, µM (doses to about 57.7 µM), for the others: at the highest dose activity change, negative = decrease; actives 0.93% (n = 280,000); AID 1463; tau K18 P301L Alexa594 fluorescence, heparin fibrillization; note: % is set by controls: 0 for no effect and ±100 for the full control effect; nearly all actives have a fitted effect of over 55% in size
#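 Human K18 P301L tau (15 uM unlabeled plus 0.24 uM Alexa 594-labeled, final) in 100 mM sodium acetate pH 7 was mixed with compound and 20 uM heparin and incubated 6 hr at 37 C.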
# Tau fibril ThT: tau fibrillization inhibition (ThT binding). P10636. recombinant tau K18 P301L, heparin-induced fibrillization, ThT fluorescence. Potency, µM (titrated, usually from 57.4 µM), without a hit: top-dose activity, negative = inhibition, usual class: inhibitors. actives 2.1% (n = 270,000). AID 1460; note: % is set by controls: 0 for no effect and ±100 for the full control effect; nearly all actives have a fitted effect of over 55% in size
# Target sequence (P10636 561-689 P618L limits assumed): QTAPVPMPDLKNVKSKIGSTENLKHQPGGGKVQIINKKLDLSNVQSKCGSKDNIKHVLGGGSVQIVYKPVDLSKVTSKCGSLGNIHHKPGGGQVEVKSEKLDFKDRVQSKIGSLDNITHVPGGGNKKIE
#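 Fibril formation assay: tau K18 P301L at 15 uM with trace Alexa 594 label, heparin inducer 20 uM, pH 7 sodium acetate buffer, 37 C for 6 hr; endpoint ThT signal.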
# Tau FP inhib: inhibitors of human tau fibril formation | P10636 | K18 P301L tau heparin fibrillization, Alexa594 FP, 6 h | Potency, µM (top dose mostly 57.7 µM), without a hit: at the top dose activity, negative = inhibition, usual class: inhibitors | actives 0.39% (n = 280,000); note: % is set by controls: 0 for no effect and ±100 for the full control effect; nearly all actives have a fitted effect of over 55% in size
#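 Steps: dispense K18 P301L tau (15 uM plus 0.24 uM Alexa 594 tracer, final) in pH 7 sodium acetate; add compound; add heparin (20 uM final); incubate 6 hr, 37 C; add ThT (30 uM final); after 1 hr ambient, read FP.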
# GAA glycogen mod: inhibitors or activators of human alpha-glucosidase glycogen cleavage | P10253 | recombinant GAA, glycogen substrate, Amplex Red glucose oxidase fluorescence | actives 0.38% (n = 300,000) | Potency, µM (titrated, usually from 76.4 µM), without a hit: at the top dose activity change, negative = inhibition, actives largely listed as inhibitors;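 note: 0% = full enzyme reaction and -100% = no-enzyme basal signal; the screen sought inhibitors and activators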
#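 Recombinant human alpha-glucosidase (4 nM final) hydrolysed bovine liver glycogen (30 ug) for 40 min at 37 C in pH 5.0 citrate/phosphate with 0.01% Tween-20. Released glucose detected by glucose oxidase/Amplex Red, Ex 573/Em 610 nm. Compounds up to 77 uM; AC50 from Hill fits.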
# An asterisk follows results filed as active; ? = inconclusive; . = not tested or not shown; & = joins results of further samples; [ ] = dose if it differs, or a comment. Calls come from the whole dose curve; as a rule, active = well fitted curve in the direction sought with a large enough effect; inconclusive = small, poorly fitted or top-dose-only effect, or another doubt; inactive = no such curve, though single readings can be large; an effect the other way counts as inactive or inconclusive. Potency is the fitted concentration of half-maximal effect.
SMILES	GAA inhib	aGal spleen mod	HTT ATP protect	GAA spleen mod	Tau fluor counter	Tau fibril ThT	Tau FP inhib	GAA glycogen mod
CN(Cc1nc2c(s1)CCCC2)C(=O)CCc1nnc(-c2ccccc2)o1	.	0%	-15%[10 µM]	-10%	-3%	-5%	-8%	12%
CC(C)Cn1c(N)c(C(=O)CSc2cc(Cl)ccc2Cl)c(=O)n(C)c1=O	3%	4%	18%[10 µM]	1%	?	-1%	?	4%
CCOc1ccc(/C(C)=N/NC(=O)Cn2nc([N+](=O)[O-])cc2C)cc1	.	-10%	-1%[10 µM]	1%	-24%	-15%	-4%	-4%
O=C(NCc1csc(-c2cccs2)n1)c1ccsc1	.	-1%	-4%[10 µM]	1%	-10%	-11%	4%	0%
O=C(c1cnccn1)N(c1ccccc1)C1(C(=O)NC2CCCC2)CCCCC1	-10%	1%	11%	8%	13%	2%	5%	-3%
CC(C)Cn1c(=O)c2ccccc2n2c(CCC(=O)N3CCN(c4ccccc4)CC3)nnc12	.	.	.	.	-21%	?	5%	-16%[76.3 µM]
CCCNC(=O)c1c(NC(=O)c2ccccc2F)sc2c1CCCCC2	.	.	.	.	-6%	-2%	-6%	13%[76.3 µM]
O=C(CN1CCN(Cc2ccc(Cl)cc2)C1=O)NCCN1CCCC1	-5%	5%	-6%	-1%	-2%	-6%	1%	-7%
Cc1nn(-c2ccccc2)c(N2CCCC2)c1/C=N/NC(=O)c1cccc(S(=O)(=O)Nc2ccc(Cl)cc2)c1	-3%	-2%	4%[10 µM]	-5%	?	-8%	10%	-12%
O=C(NCCc1cccs1)c1ccc(Cn2c(SCc3ccc(F)cc3)nc3cccnc32)cc1	.	.	.	.	-15%	8%	3%	1%[76.3 µM]
CCOc1ccc(C2CC(c3cccc(OC)c3)Nc3ncnn32)cc1 (stereo not drawn)	-7%[15.4 µM]	-7%	-8%	-13%	-1%	-4%	6%	6%
COc1cc(-c2nc3n(n2)C(c2cccc(OC)c2OC)C2=C(CCCC2=O)N3)cc(OC)c1OC (stereo not drawn)	-3%	27%	-27%	2%	5%	4%	5%	-4%
CCOc1ccc2nc(N3CCC(C(=O)Nc4c(C)cccc4C)CC3)sc2c1	.	.	.	.	?	?	-9%	10%[76.3 µM]
O=[N+]([O-])c1ccc(-c2nc(-c3ccncc3)no2)cc1	.	-1%	8%[10 µM]	0%	-15%	?	-2%	-7%
Cc1ccc(S(=O)(=O)N2CN(Cc3ccco3)c3nc4ccccc4nc32)cc1	0%	26%	9%	14%	-7%	-19%	-3%	-5%
CC(C)OC(=O)c1ccccc1C(=O)c1ccc(N)c([N+](=O)[O-])c1	10%	3%	.	8%	-17%	-7%	-3%	-5%
CC(=O)c1cccc(NC(=O)Cn2c(C)c3cnn(-c4ccccc4)c(=O)c3c2C)c1	.	.	.	.	-20%	-7%	-4%	-5%[76.3 µM]
COc1ccc(C(=O)COc2ccc(NC(C)=O)cc2)cc1	?	-3%	-6%	-4%	-6%	?	-1%	4%
N#CCCn1cc(C(=O)N2CCCCC2)c(-c2cccc([N+](=O)[O-])c2)n1	8%	0%	-5%[10 µM]	-2%	7%	4%	3%	4%
Cc1ccc(C2(c3ccc(C)cc3)CC2C(=O)NCc2cccnc2)cc1 (stereo not drawn)	10%	-6%	3%[10 µM]	3%	-4%	-4%	3%	-10%
COc1ccc(/C=C2/SC(=O)N(CCC(=O)Nc3ccccc3)C2=O)cc1OC	-2%	6%	-14%[10 µM]	-4%	6%	12%	-6%	6%
O=C1OCC/C1=C\c1ccccc1	-5%	-5%	.	0%	0%	-5%	5%	-9%
Cc1cc(C)cc(N=C(NO)c2cccc([N+](=O)[O-])c2)c1	2%	3%	3%	-3%	-21%	-11%	0%	-14%
CC(C)N1CC(O)=C(c2nc3ccccc3c(=O)[nH]2)C1=N	-2%	4%	-14%	-6%	-5%	-8%	0%	-3%
COc1cc(COCC(O)CN2CCOCC2)cc(OC)c1OC (stereo not drawn)	-6%	-3%	4%	1%	3%	3%	0%	-14%
Cc1cccc(NC(=S)NN2CCOCC2)c1C	0%	-9%	18%	-3%	2%	3%	-5%	0%
N#CC1(C#N)C(C(=O)C23CC4CC(CC(C4)C2)C3)C12CCOCC2 (stereo not drawn)	-2%	-3%	-6%	.	1%	6%	1%	-7%
Cc1ccc(S(=O)(=O)N/N=C\c2ccc(Cl)c([N+](=O)[O-])c2)cc1	-4%	-1%	13%[10 µM]	-4%	?	?	-2%	-2%
CC1(OC(=O)C2CCCC2)C(=O)C=C2C=C(c3ccsc3)N(C3CC3)C=C2C1=O (stereo not drawn)	.	-6%[17.5 µM]	-15%&1%[10 µM]	-8%[17.4 µM]	-10%[11.6 µM]	?	2%[11.6 µM]	9%
COc1ccc(Nc2cc(C(=O)NCCCN3CCN(C)CC3)c3ccccc3n2)cc1OC	?	4%	-37%	-2%	?	?	9%	-13%
Cc1ccccc1C(=O)Nc1c(C(=O)N2CCCC2)cnn1-c1ccccc1	4%	4%	-1%[10 µM]	-5%	0%	-12%	-3%	1%
Brc1ccc(-c2nn[nH]n2)cc1	.	4%	1%[10 µM]	-2%	12%	13%	10%	1%
S=C(NCc1ccco1)N1CCN(C(c2ccccc2)c2ccccc2)CC1	-7%	0%	-34%	-2%	-27%	-15%	-8%	-10%
O=C(CN1CCN(Cc2cccc(Cl)c2)C1=O)NCC1CCCO1 (stereo not drawn)	-5%	2%	-48%	-5%	-6%	-6%	1%	1%
CCC1CCCCN1CCNS(=O)(=O)c1ccc2c(c1)CCN2C(C)=O (stereo not drawn)	0%	-10%	-22%	-11%	-3%	-10%	-4%	2%
CCOC(=O)c1ccc(-c2cccc(-c3cc(=O)oc4cc(OC)cc(OC)c34)c2)cc1	.	5%	-96%[inhibitor]	-9%	-15%[81.3 µM]	?	-8%[81.3 µM]	.
CCCCOc1ccc(Cn2c(=O)sc3ccccc32)cc1	.	.	.	.	-17%	-9%	-9%	11%[76.3 µM]
O=C1/C(=C/c2cccc(O)c2)SC(=S)N1CC1CCCO1 (stereo not drawn)	.	-6%	9%[10 µM]	-5%	-18%	-12%	-8%	4%
O=C(COC(=O)/C=C/c1ccc(S(=O)(=O)N2CCOCC2)cc1)NCc1ccccc1	-2%	-4%	-18%	-2%	-7%	-2%	2%	-6%
O=C(CC(=O)Nc1cccc(Cl)c1)N/N=C\c1ccccc1	0%	-4%	11%[10 µM]	-6%	-19%	-1%	-5%	13%

# In a second layout: entries from further up.
# Values in the order – GAA inhib	aGal spleen mod	HTT ATP protect	GAA spleen mod	Tau fluor counter	Tau fibril ThT	Tau FP inhib	GAA glycogen mod
S=C(NCc1ccco1)N1CCN(C(c2ccccc2)c2ccccc2)CC1
    -7%	0%	-34%	-2%	-27%	-15%	-8%	-10%
O=C(CN1CCN(Cc2cccc(Cl)c2)C1=O)NCC1CCCO1 (stereo not drawn)
    -5%	2%	-48%	-5%	-6%	-6%	1%	1%
CCC1CCCCN1CCNS(=O)(=O)c1ccc2c(c1)CCN2C(C)=O (stereo not drawn)
    0%	-10%	-22%	-11%	-3%	-10%	-4%	2%
CCOC(=O)c1ccc(-c2cccc(-c3cc(=O)oc4cc(OC)cc(OC)c34)c2)cc1
    .	5%	-96%[inhibitor]	-9%	-15%[81.3 µM]	?	-8%[81.3 µM]	.
CCCCOc1ccc(Cn2c(=O)sc3ccccc32)cc1
    .	.	.	.	-17%	-9%	-9%	11%[76.3 µM]
O=C1/C(=C/c2cccc(O)c2)SC(=S)N1CC1CCCO1 (stereo not drawn)
    .	-6%	9%[10 µM]	-5%	-18%	-12%	-8%	4%
O=C(COC(=O)/C=C/c1ccc(S(=O)(=O)N2CCOCC2)cc1)NCc1ccccc1
    -2%	-4%	-18%	-2%	-7%	-2%	2%	-6%
O=C(CC(=O)Nc1cccc(Cl)c1)N/N=C\c1ccccc1
    0%	-4%	11%[10 µM]	-6%	-19%	-1%	-5%	13%

# More results
SMILES	GAA inhib	aGal spleen mod	HTT ATP protect	GAA spleen mod	Tau fluor counter	Tau fibril ThT	Tau FP inhib	GAA glycogen mod
CC(=O)C1=C(C)OC(N)=C(C#N)C1c1cccc2ccccc12 (stereo not drawn)	.	4%	26%[10 µM]	1%	-26%	?	?	-6%
CCCc1cc(C(=O)Nc2ccc(C)cc2)no1	8%[15.4 µM]	-1%	-7%	-3%	-4%	0%	-3%	7%
COC(=O)c1cc(NC(=O)CC2C(=O)OCCN2Cc2ccccc2)cc(C(=O)OC)c1 (stereo not drawn)	.	.	.	.	-23%	-15%	-6%	2%[76.3 µM]
CC(=O)NC1CC2CCCC(C1)N2CC(=O)Nc1ccccc1 (stereo not drawn)	-2%	-12%	-23%	-11%	-7%	-8%	-10%	13%
O=C(c1ccc2c(Cl)c3c(nc2c1)CCCC3)N1CCN(c2cccc(Cl)c2)CC1	.	.	.	.	-13%	-23%	6%	-4%[76.3 µM]
O=Cc1cn(CCC(=O)O)nc1-c1cccc(Cl)c1	-5%	1%	?	0%	6%	7%	-1%	7%
Cc1ccc(CN2CCSc3ccc(C(=O)NCCc4ccccc4)cc32)cc1	.	.	.	.	?	-12%	11%	-1%[76.3 µM]
Cc1ccc(NC(=O)CN(C)CC(=O)NC2CCCc3ccccc32)cc1 (stereo not drawn)	.	3%	15%[10 µM]	-1%	-14%	-6%	-7%	-11%
O=c1nc(/C=C/c2ccc(-c3ccc(F)cc3)o2)cc(C(F)(F)F)[nH]1	-9%	18%	6%	2%	-16%	16µM*	-7%	-6%
CCn1cc(Br)c(C(=O)Nc2cccc(SC)c2)n1	-7%	-3%	-5%	-7%	-15%	-15%	-3%	-3%
COCCN(C(=S)Nc1cccc(Cl)c1C)C(C)c1ccco1 (stereo not drawn)	.	0%	9%[10 µM]	3%	-14%	-8%	4%	-6%
